APP 5'UTR act: APP 5'UTR luciferase reporter activation | SH-SY5Y APP 5'UTR luciferase reporter, luminescence; zero percent = DMSO vehicle wells | activation, % at 2 µM | 190,000 tested, 1% active;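 active = activation above a set limit, based on mean plus 3 SD of controls, cut at about 140% in these data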; note: values of inactives mirror those of a sister screen read the other way
STAT3 inh: reduces IL-6 driven STAT3 reporter signal; U3A cells, IL-6 STAT3-luciferase reporter, luminescence; host cell line lacks STAT1; inhibition, % at 5.5 µM; 190,000 tested, 0.89% active;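 active = inhibition above the mean inhibition across all screened compounds plus 3 SD, cut at about 44% in these data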;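 note: 0% = DMSO only wells and 100% = 100 µM nifuroxazide control wells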
STAT1 blocker: inhibitors of IFN-gamma induced STAT1 signaling; NIH 3T3 STAT1-luciferase reporter, luminescence; 200,000 tested, 0.35% active; inhibition, % at 5.5 µM;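 active = inhibition above a set limit, the mean inhibition across all tested compounds plus 3 SD, cut at about 34% in these data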;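 note: 0% = IFN-gamma with DMSO and 100% = IFN-gamma with 300 µM nifuroxazide; values of inactives mirror those of a sister screen read the other way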
APP transl inh: APP translation inhibition; SH-SY5Y APP 5'UTR-luciferase reporter, luminescence; inhibition, % at 2 µM; 190,000 tested, 0.82% active;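 active = inhibition above a set limit, derived from the sample mean plus 3 SD, cut at about 45% in these data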; note: values of inactives mirror those of a sister screen read the other way
STAT3 act: STAT3 signaling activation | AID 871 | U3A cells, IL-6 STAT3-luciferase reporter, luminescence; 100% = signal with IL-6 EC80 alone | 190,000 tested, 0.91% active | activation (% of control), % at 5.6 µM;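 active = activation above the screen-wide mean of compound activation plus 3 SD, cut at about 130% in these data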;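 note: 0% = background luminescence of wells with medium and substrate only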
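Material: STAT3-luciferase reporter U3A cells. Controls: IL-6-treated wells, 100% activation. Read-out: % activation versus median of IL-6-stimulated wells. Probe or stimulus: IL-6 stimulus at 33 ng/mL final. Timing: compound 1 h, then IL-6 6 h at 37 °C. Signal: reporter luminescence signal.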
ROMK mod: modulators of human ROMK potassium channel; P48048; Tet-inducible ROMK, thallium flux fluorescence; actives lie on both sides; B-score at 10 µM; 130,000 tested, 2% active;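 active = signal ratio slope over the read window, or its plate-corrected B-score, at least 3 SD from the plate mean, either direction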;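 note: B-score of the F/F0 ratio slope over 7 to 12 s after thallium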
Target sequence (P48048 whole entry, looked up): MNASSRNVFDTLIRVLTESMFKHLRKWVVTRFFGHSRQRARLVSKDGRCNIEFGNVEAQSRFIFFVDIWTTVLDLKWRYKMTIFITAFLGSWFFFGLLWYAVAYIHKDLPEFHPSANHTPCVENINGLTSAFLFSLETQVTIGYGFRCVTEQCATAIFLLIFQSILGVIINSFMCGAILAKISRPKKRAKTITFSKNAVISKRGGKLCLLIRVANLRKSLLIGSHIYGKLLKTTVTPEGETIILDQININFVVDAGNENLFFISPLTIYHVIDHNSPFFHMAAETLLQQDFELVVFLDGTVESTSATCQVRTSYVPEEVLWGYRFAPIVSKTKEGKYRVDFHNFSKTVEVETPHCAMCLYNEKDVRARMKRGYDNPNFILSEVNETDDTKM
NF-kB expr up: compounds increasing NF-kB expression in human neuronal cells; fold change at 12.5 µM; AID 1239; NF-kB reporter expression; stronger effect = higher value; 190,000 tested, 1.6% active; in the data active = fold change above about 3.3
FLuc inh counter: Photinus pyralis luciferase inhibition counter-screen; inhibition, % at 10 µM; ATPLite firefly luciferase biochemical luminescence, 10 min; 200,000 tested, 1.5% active;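 active = inhibition above about 50% when tested at 10 µM, limit read from the data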
Target sequence (P08659 whole entry, looked up): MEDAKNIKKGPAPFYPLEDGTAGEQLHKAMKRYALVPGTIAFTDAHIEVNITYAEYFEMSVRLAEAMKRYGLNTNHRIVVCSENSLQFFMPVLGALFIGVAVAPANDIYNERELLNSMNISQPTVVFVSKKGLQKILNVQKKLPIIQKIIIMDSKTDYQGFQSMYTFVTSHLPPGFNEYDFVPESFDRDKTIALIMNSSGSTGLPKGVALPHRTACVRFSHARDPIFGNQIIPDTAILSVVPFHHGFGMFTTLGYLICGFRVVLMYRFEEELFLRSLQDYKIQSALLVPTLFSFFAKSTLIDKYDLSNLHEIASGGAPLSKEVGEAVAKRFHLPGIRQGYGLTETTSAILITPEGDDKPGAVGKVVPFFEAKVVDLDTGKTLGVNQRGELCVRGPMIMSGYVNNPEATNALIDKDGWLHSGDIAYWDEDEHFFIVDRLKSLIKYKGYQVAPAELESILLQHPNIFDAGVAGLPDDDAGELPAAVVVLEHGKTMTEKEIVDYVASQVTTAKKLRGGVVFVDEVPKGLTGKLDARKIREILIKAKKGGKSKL
STAT1 activator: activators of IFN-gamma induced STAT1 signaling | NIH 3T3 STAT1-luciferase reporter, luminescence; 100% = IFN-gamma alone, no compound | activation (% of control), % at 5.5 µM | 200,000 tested, 2.6% active;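 active = activation above the screen-wide mean activation plus 3 SD, cut at about 130% in these data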;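 note: raw ratio to IFN-gamma control signal so 100% means no change and 0% no light; values of inactives mirror those of a sister screen read the other way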
FLuc stim CS: affects firefly luciferase, flagging false hits in luciferase stimulation screens; P08659; ATPlite luciferase biochemical, luminescence, 10 min; 0 = ATP-free wells, 1 = DMSO control; activation factor at 10 µM; 200,000 tested, under 10 active; AID 1027;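 active = luciferase activation factor, scaled between plate controls, of at least 2 with compound at 10 µM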
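Material: luciferase plus luciferin reagent, cell-free. Medium: PBS buffer for ATP. Also added: ATP substrate, dispensed from a 10.24 µM working solution in PBS. Doses: test compounds dosed from 2 mM stocks in 100% DMSO. Incubation: 10 min post-reagent at room temperature. Technique: light output (luminescence). Read-out basis: luminescence gain marking luciferase activators.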
* = called active by the depositor; · = no result given. This is a random part of the collection; about 7.1% have a hit in one of these screens.

Values run as follows: APP 5'UTR act, STAT3 inh, STAT1 blocker, APP transl inh, STAT3 act, ROMK mod, NF-kB expr up, FLuc inh counter, STAT1 activator, FLuc stim CS
- CCOc1cccc(C(=O)N(Cc2ccco2)C2CCS(=O)(=O)C2)c1 (configuration not stated)
→ 12, -2, 3, -12, 106, ·, 1.3, -7, 97, 1.1
- O=C(CNC(=O)c1cccs1)NCC(=O)OCC(=O)c1ccc([N+](=O)[O-])cc1
→ 1, 12, 7, -1, 100, -1.1, 1.2, -8, 93, 1.1
- Cc1ccsc1/C=C1\SC(=S)N(CC2CCCO2)C1=O (configuration not stated)
→ 69, 11, -11, -69, 93, 0.8, 2.9, 12, 111, 0.9
- Cc1ccc(NC(=O)CSc2ccc(C(N)=O)cc2[N+](=O)[O-])cc1
→ 24, -9, 0, -24, 106, ·, 1.2, -4, 100, 1
- CC1=C(C(=O)Nc2ccccc2C)C(c2ccccc2)NC(=O)N1 (configuration not stated)
→ 10, 16, 4, -10, 93, ·, 0.93, -4, 96, 1
- CC1CCN(C(=O)/C(=C\c2cccs2)NC(=O)c2ccccc2)CC1
→ -10, 2, 2, 10, 100, 1.7, 1.4, -2, 97, 1
- CCOC(=O)CSc1nc2ccccc2c(=O)n1NC(=O)c1ccccc1
→ 131, -1, -27, -131, 104, 0.19, 1.7, -1, 125, 1
- CS(=O)(=O)N1CCC(C(=O)Nc2cccc(Cl)c2)CC1
→ 14, 0, -4, -14, 100, -0.0053, 1.2, 4, 104, 1
- O=C(Nc1ccccc1)OCc1cn(-c2ccc(Cl)cc2)nn1
→ -8, 0, 1, 8, 105, ·, 1.3, -1, 99, 1
- CCN(CC)S(=O)(=O)c1ccc(OC)c(NC(=O)CSc2cc(C)ccc2C)c1
→ -7, -14, 7, 7, 110, -3.2*, 0.69, -2, 94, 1
- COc1ccc(C(=O)c2ccc(OC)c(N)c2)cc1N
→ -91, -4, -23, 91*, 109, ·, 2.8, 10, 121, 0.9
- NS(=O)(=O)c1ccc(NC(=O)COC(=O)C2(c3ccc(F)cc3)CCCC2)cc1
→ 6, -11, 8, -6, 109, ·, 0.82, 3, 93, 1
- COc1ccc(C(=O)COC(=O)CCCn2c(=O)oc3ccccc32)cc1
→ 16, 3, 4, -16, 102, 0.043, ·, ·, 97, ·
- O=C(COC(=O)c1ccc(O)cc1)Nc1ccccc1[N+](=O)[O-]
→ 0, 20, 2, 0, 87, -1.4, 1.2, -3, 98, 1
- COc1ccc(/C=N/Nc2ccccc2)cc1Cn1nc(C)c([N+](=O)[O-])c1C
→ -9, 6, 0, 9, 100, -0.21, 0.9, -2, 100, 1
- COc1ccc(C2C3=C(CC(C)(C)CC3=O)Nc3c2c(=O)[nH]c2nc(C)nn32)cc1 (configuration not stated)
→ -2, -1, 0, 2, 104, -0.24, 0.88, -4, 100, 1
- CCCOc1ccc(C2c3c(oc4cc(C)c(C)cc4c3=O)C(=O)N2CCCN(C)C)cc1OCC (configuration not stated)
→ -42, -4, 6, 42, 104, -0.011, 1, 0, 95, 1
- COc1ccc(C(=O)/C=C/c2ccc(OC)c(Cn3nnc4ccccc43)c2)cc1
→ 4, -15, -3, -4, 113, ·, 1.5, 5, 102, 1
- O=C(CCCOc1ccc(Cl)cc1Cl)N/N=C/c1ccccc1O
→ -33, -9, -10, 33, 108, -0.076, 1.2, -1, 108, 1
- Cc1nc(=O)c(-c2ccccc2)c(C)n1-c1cccc(C(=O)O)c1
→ 1, 5, 3, -1, 104, ·, 1.3, -6, 98, 1.1
- O=C(NCc1ccco1)c1cc(-c2ccc(Cl)cc2)on1
→ 8, 15, -30, -8, 92, 1.2, 1.6, -2, 127, 1
- CC(C)(C)C1=Nn2c(nnc2C2CCCCC2)SC1
→ 8, -11, 1, -8, 114, -0.91, 0.94, -2, 99, 1
- CCc1c(C)sc(NC(=S)Nc2nc(C)cc(C)n2)c1C(=O)OC
→ 18, 18, -7, -18, 91, -0.15, 1.1, -6, 106, 1.1
- CC(C)c1ccc(NC(=O)COC(=O)/C=C/c2cccc([N+](=O)[O-])c2)cc1
→ -1, -4, -2, 1, 104, -0.0062, 1.4, -1, 102, 1
- O=C(CNC(=O)C1CCCCC1)OCc1cc(=O)oc2ccc3ccccc3c12
→ 8, -8, -1, -8, 103, ·, 0.98, -5, 101, 1.1
- COc1ccc(-n2cnnc2SCC(=O)c2cc(C)n(Cc3cccs3)c2C)cc1
→ -1, 9, -6, 1, 99, -0.042, 1, -2, 105, 1
- COc1ccc(CCNC(=O)Cn2nnc(-c3cccs3)n2)cc1OC
→ 3, 17, 6, -3, 92, 0.81, 1.1, -3, 95, 1
- CCOc1ccc(-n2cc(C(=O)N3CCC(C)CC3)c3cc(OC)c(OC)cc3c2=O)cc1
→ 14, 4, -9, -14, 100, ·, 0.88, -4, 108, 1
- CNC(=O)Cn1nc(-c2ccc(C)c(S(=O)(=O)N(C)C)c2)c2ccccc2c1=O
→ -9, 3, -6, 9, 100, -0.59, 1.1, -3, 105, 1
- O=C(NNc1ccccc1Br)C(O)(c1cccc(C(F)(F)F)c1)c1cccc(C(F)(F)F)c1
→ 0, 1, -1, 0, 102, 0.35, 0.53, -6, 101, 1.1

An excerpt of these results, as tab-separated lines:
mol	APP 5'UTR act	STAT3 inh	STAT1 blocker	APP transl inh	STAT3 act	ROMK mod	NF-kB expr up	FLuc inh counter	STAT1 activator	FLuc stim CS
CCc1c(C)sc(NC(=S)Nc2nc(C)cc(C)n2)c1C(=O)OC	18	18	-7	-18	91	-0.15	1.1	-6	106	1.1
CC(C)c1ccc(NC(=O)COC(=O)/C=C/c2cccc([N+](=O)[O-])c2)cc1	-1	-4	-2	1	104	-0.0062	1.4	-1	102	1
O=C(CNC(=O)C1CCCCC1)OCc1cc(=O)oc2ccc3ccccc3c12	8	-8	-1	-8	103	·	0.98	-5	101	1.1
COc1ccc(-n2cnnc2SCC(=O)c2cc(C)n(Cc3cccs3)c2C)cc1	-1	9	-6	1	99	-0.042	1	-2	105	1
COc1ccc(CCNC(=O)Cn2nnc(-c3cccs3)n2)cc1OC	3	17	6	-3	92	0.81	1.1	-3	95	1
CCOc1ccc(-n2cc(C(=O)N3CCC(C)CC3)c3cc(OC)c(OC)cc3c2=O)cc1	14	4	-9	-14	100	·	0.88	-4	108	1
CNC(=O)Cn1nc(-c2ccc(C)c(S(=O)(=O)N(C)C)c2)c2ccccc2c1=O	-9	3	-6	9	100	-0.59	1.1	-3	105	1
O=C(NNc1ccccc1Br)C(O)(c1cccc(C(F)(F)F)c1)c1cccc(C(F)(F)F)c1	0	1	-1	0	102	0.35	0.53	-6	101	1.1

(further entries)
Values run as follows: APP 5'UTR act, STAT3 inh, STAT1 blocker, APP transl inh, STAT3 act, ROMK mod, NF-kB expr up, FLuc inh counter, STAT1 activator, FLuc stim CS
- COc1ccc(/C(O)=C2/C(=O)C(=O)N(CCN(C)C)C2c2ccc(C)cc2)cc1Cl (configuration not stated)
→ 14, 6, 0, -14, 97, 0.16, 1.1, 0, 100, 1
- Cc1ccc(NC2=NCC(=O)N2C2CCCC2)c(C)c1
→ -8, 6, -4, 8, 97, -0.17, 1.2, -1, 108, 1
- O=C(COC(=O)c1ccc(Br)o1)Nc1cccc(S(=O)(=O)N2CCCCCC2)c1
→ -6, 8, 7, 6, 99, -1.6, 0.85, 0, 94, 1
- COc1cc(OC)cc(C(=O)NC(=S)NNC(=O)Cc2cccs2)c1
→ 4, 4, 4, -4, 98, 0.64, 0.93, 4, 97, 1
- Cc1ccc(-c2nn(-c3ccccc3)cc2C(N)=O)o1
→ 17, 0, -4, -17, 105, -0.43, 0.92, 0, 102, 1
- CO/C=C\C=C/c1nnn(-c2ccc(Cl)cc2)n1
→ 2, 11, 4, -2, 91, -0.34, 1.2, 1, 97, 1
- O=C(Nc1ccccn1)c1sc2cccc(F)c2c1Cl
→ 179*, 35, 15, -179, 72, -0.51, 5.7*, 81*, 84, 0.2
- COCCN(C(=O)COc1ccccc1)c1nnc(-c2cccnc2)s1
→ 2, 18, 1, -2, 94, ·, 1.2, -5, 99, 1.1
- COc1ccc(C(C)(C)C)cc1NC(=O)COC(=O)c1ccc([N+](=O)[O-])o1
→ 7, 3, -4, -7, 100, -0.26, 1.1, -5, 103, 1.1
- Cc1cc(Nc2ccc(C)c(F)c2)n2ncnc2n1
→ -4, 13, -1, 4, 93, ·, 1.7, -7, 101, 1.1
- CC(C)Sc1nc2c(c(=O)[nH]1)C(c1cccs1)C1=C(CC(C)(C)CC1=O)N2 (configuration not stated)
→ 36, 8, 12, -36, 100, ·, 0.63, -9, 90, 1.1
- CC(C)(C)c1ccc(OCC(=O)NNC(=S)NC(=O)c2ccccc2[N+](=O)[O-])c(Br)c1
→ 6, -19, -2, -6, 112, ·, 1.6, 0, 102, 1
- Cc1c(C=O)c2ccccc2n1CC(=O)N1CCc2ccccc2C1
→ 3, 4, 9, -3, 96, ·, 0.97, -3, 91, 1
- COC(=O)c1sccc1NC(=O)c1ccc(OC)cc1OC
→ 28, 23, 23, -28, 83, -0.29, 1, -5, 80, 1.1
- Cc1ccc(CN2CCN(c3ccccn3)CC2)s1
→ 9, 7, 4, -9, 94, 0.1, 0.97, 3, 96, 1
- Cc1nc(CCNC(=O)c2ccccc2)cs1
→ 5, 8, -7, -5, 97, ·, 1.2, 4, 106, 1
- Cc1noc(C)c1S(=O)(=O)Nc1ccc(C(=O)NC2CCCCC2)cc1
→ 4, -7, -2, -4, 110, -0.53, 1.2, 0, 102, 1
- COCC(C)n1c(C)cc(C(=O)COc2ccc(C)nc2[N+](=O)[O-])c1C (configuration not stated)
→ -2, 14, 18, 2, 92, 1, 0.72, 0, 82, 1
- S=C(NCCc1ccccc1)N/N=C/C1CCCCC1
→ -8, -1, -11, 8, 108, -1.2, 1, -7, 109, 1.1
- O=C(CSc1nnnn1-c1ccccc1)Nc1nc(-c2ccccc2)ns1
→ 5, 5, -1, -5, 98, -0.13, 1.1, -3, 101, 1

Compound activity as filed in PubChem.
